# Screening results (PubChem)
# HP1b chromo inh – HTS for Inhibitors of HP1-beta Chromodomain Interactions with Methylated Histone Tails; AID 540317, 2011; Potency, µM (top dose mostly 114 µM), without a hit: top-dose activity change, negative = inhibition, actives largely listed as inhibitors; AlphaScreen HP1-beta / biotin-H3K9me3 peptide binding; 390,000 compounds, 0.56% hits; Chromobox protein homolog 1 (Homo sapiens), P83916; also: potency is read from the fitted curve at half-maximal effect; nearly all actives have a fitted effect of over 70% in size; inactives centre near 23
#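 HP1-beta protein (50 nM final) preincubated 30 min at room temperature with biotinylated H3(1-18)K9me3 peptide (50 nM) in PBS pH 7.4, 0.01% Tween-20, then compound added for 30 min. AlphaScreen streptavidin donor/nickel chelate acceptor beads (10 ug/mL final), 30 min dark, luminescence read.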
# G9a block – qHTS Assay for Inhibitors of Histone Lysine Methyltransferase G9a. Histone-lysine N-methyltransferase EHMT2 (Homo sapiens), Q96KQ7. 350,000 compounds, 8.8% hits. Potency, µM (top dose mostly 102 µM), for the others: at the highest dose activity, negative = inhibition, most hits filed as inhibitors. G9a H3K9 monomethylation, AlphaScreen, 2 h; also: potency is read from the fitted curve at half-maximal effect; % is scaled to controls: 0 for no effect and ±100 for the full control effect; nearly all actives have a fitted effect of over 75% in size
#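 AlphaScreen read-out: biotin-H3K9 peptide (500 nM) methylation by 20 nM enzyme with 20 uM SAM, 2 h at room temperature after 15 min compound preincubation; anti-monomethyl H3K9 antibody plus donor/acceptor beads, 10 min dark.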
# Pin1 inh – qHTS Assay to Find Inhibitors of Pin1. Peptidyl-prolyl cis-trans isomerase NIMA-interacting 1 (Homo sapiens), Q13526. Pin1 FP peptide displacement, HiFluor488, 10 min. Potency, µM (highest dose often 115 µM), without a hit: at the highest dose activity, negative = inhibition, usual class: inhibitors. 390,000 compounds, 0.009% hits; active = well fitted inhibition curve with a large enough effect in the polarisation, with a control signal flat, not every such curve was filed as active; inconclusive = small, poorly fitted or top-dose-only effect, or effect the other way, or a change in a side signal; inactive = no such curve, though single readings can be large or run the other way; the % refers to the polarisation; also: potency is read from the fitted curve at half-maximal effect; % is scaled to controls: 0 for no effect and ±100 for the full control effect
# PI4K2A inh – qHTS for small molecular inhibitors of PI4K2A | activity change, negative = inhibition, % at 76.9 µM | 420,000 compounds, 0.13% hits | purified PI4K2A, ADP-Glo luminescence, 1 h; hits give low values | AID 1346378, 2018; in the data active = activity change below about -50%; inconclusive = mostly about -30% to -49%;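 also: -100% = wells without enzyme as full effect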
#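 ADP-Glo luminescence measured ADP generated by PI4K2A enzyme (4 ug/mL before mixing) with 1.2 mM PI substrate (pre-mix) and 300 microM ATP (pre-mix). Tris pH7.5 buffer with MgCl2, Triton X-100; 1 h reaction at ambient temperature.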
# BAZ2B block – qHTS Assay for Inhibitors of BAZ2B; Bromodomain adjacent to zinc finger domain protein 2B (Homo sapiens), Q9UIF8; AlphaScreen BAZ2B-H3K14Ac peptide displacement; Potency, µM (top dose mostly 114 µM), for the others: at the highest dose activity change, negative = inhibition, hits mostly inhibitors; 360,000 compounds, 4.4% hits; AID 504333, 2011; also: potency is read from the fitted curve at half-maximal effect; % is scaled to controls: 0 for no effect and ±100 for the full control effect; nearly all actives have a fitted effect of over 60% in size
# Target sequence (Q9UIF8 whole entry, looked up, the tested form may be a part): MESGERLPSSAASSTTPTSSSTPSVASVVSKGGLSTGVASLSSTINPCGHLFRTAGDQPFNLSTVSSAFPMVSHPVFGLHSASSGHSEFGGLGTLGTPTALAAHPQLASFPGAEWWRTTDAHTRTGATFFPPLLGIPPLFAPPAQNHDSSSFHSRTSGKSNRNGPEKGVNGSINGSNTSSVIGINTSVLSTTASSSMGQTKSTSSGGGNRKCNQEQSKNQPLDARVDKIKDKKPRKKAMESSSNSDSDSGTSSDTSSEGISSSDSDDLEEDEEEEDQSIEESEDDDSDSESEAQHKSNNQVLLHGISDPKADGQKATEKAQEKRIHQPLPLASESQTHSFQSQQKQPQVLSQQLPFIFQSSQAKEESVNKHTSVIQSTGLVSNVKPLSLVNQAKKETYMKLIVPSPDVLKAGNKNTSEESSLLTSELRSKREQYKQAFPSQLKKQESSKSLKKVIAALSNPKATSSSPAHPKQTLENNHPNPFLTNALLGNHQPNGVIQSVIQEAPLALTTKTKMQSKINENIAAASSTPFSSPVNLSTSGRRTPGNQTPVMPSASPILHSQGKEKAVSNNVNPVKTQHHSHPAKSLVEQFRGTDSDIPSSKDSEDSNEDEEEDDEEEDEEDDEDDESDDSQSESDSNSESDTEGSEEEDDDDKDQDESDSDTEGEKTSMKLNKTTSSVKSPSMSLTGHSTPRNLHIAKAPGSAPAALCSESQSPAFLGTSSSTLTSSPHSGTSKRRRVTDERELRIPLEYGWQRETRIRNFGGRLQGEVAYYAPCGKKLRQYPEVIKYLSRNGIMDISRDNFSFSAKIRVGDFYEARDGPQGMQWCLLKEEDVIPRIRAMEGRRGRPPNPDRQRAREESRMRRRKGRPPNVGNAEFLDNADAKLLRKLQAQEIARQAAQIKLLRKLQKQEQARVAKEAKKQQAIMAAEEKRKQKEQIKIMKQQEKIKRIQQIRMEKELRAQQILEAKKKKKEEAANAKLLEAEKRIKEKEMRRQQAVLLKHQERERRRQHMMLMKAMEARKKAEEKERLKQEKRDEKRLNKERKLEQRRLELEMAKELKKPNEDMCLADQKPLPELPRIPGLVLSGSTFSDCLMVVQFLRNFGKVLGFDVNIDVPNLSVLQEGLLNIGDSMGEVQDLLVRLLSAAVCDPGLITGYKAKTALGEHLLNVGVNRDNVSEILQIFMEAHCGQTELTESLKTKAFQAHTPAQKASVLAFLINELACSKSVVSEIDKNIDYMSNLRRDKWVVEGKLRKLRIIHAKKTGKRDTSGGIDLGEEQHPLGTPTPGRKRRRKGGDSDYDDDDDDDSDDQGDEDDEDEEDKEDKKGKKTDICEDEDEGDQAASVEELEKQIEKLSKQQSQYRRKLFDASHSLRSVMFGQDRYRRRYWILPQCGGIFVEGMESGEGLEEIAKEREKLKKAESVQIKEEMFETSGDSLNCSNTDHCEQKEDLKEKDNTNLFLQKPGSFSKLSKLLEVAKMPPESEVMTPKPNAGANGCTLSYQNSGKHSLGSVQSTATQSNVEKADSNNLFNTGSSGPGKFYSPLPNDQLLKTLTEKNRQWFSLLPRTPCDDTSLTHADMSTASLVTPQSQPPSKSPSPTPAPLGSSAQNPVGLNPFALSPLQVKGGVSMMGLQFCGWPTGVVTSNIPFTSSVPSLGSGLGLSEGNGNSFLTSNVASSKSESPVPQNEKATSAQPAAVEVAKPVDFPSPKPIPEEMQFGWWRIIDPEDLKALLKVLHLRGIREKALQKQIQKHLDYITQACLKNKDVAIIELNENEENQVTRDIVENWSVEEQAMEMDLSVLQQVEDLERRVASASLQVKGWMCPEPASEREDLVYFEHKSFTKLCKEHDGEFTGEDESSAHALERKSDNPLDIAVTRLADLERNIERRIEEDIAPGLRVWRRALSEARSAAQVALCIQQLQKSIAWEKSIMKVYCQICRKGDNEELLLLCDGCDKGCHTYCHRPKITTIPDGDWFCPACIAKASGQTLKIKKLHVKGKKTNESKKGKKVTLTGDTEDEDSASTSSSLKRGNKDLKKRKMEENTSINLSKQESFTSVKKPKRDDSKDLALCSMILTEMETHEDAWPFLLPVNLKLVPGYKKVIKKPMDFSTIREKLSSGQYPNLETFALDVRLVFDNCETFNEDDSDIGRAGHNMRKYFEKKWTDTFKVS
#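 BAZ2B (50 nM) with biotin-H3(5-23)K14Ac peptide (50 nM) in PBS pH 7.4, 0.01% Tween-20, preformed 30 min, then compound 30 min at room temperature; top concentration 110uM. AlphaScreen streptavidin donor/nickel chelate acceptor beads (10 ug/mL final), 20 min dark, signal read.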
# GLS inhibitor – qHTS for Inhibitors of Glutaminase (GLS). 410,000 compounds, 0.21% hits. Potency, µM (doses to about 45.5 µM), for the others: at the top dose activity change, negative = inhibition, most hits filed as inhibitors. GLS enzymatic activity, qHTS titration. Glutaminase kidney isoform, mitochondrial (Homo sapiens), O94925; also: potency is read from the fitted curve at half-maximal effect; % is scaled to controls: 0 for no effect and ±100 for the full control effect
#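 Human kidney-isoform GLS in 45 mM KH2PO4 pH 8.2, 0.02% Tween-20, with compound, started with 1mM L-Glutamine (added stock). Glutamate oxidase/HRP/Amplex red coupled fluorescence read at start and after 30 min at RT.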
# JMJD2A Tudor – qHTS Assay for Inhibitors of JMJD2A-Tudor Domain; Potency, µM (series often up to 114 µM), for the others: at the top dose activity change, negative = inhibition, usual class: inhibitors; AID 504339, 2011; AlphaScreen JMJD2A-Tudor / H3K4me3 peptide binding; Lysine-specific demethylase 4A (Homo sapiens), O75164; 390,000 compounds, 4.4% hits; also: potency is read from the fitted curve at half-maximal effect; % is scaled to controls: 0 for no effect and ±100 for the full control effect; nearly all actives have a fitted effect of over 50% in size
# Tb PGK inh – qHTS Assay to Find Inhibitors of Phosphoglycerate Kinase; Potency, µM (titrated, usually from 57.5 µM), for inactives: top-dose activity change, negative = inhibition, actives largely listed as inhibitors; AID 602233, 2012; PGK/GAPDH coupled, Kinase-Glo luminescence, 60 min; 380,000 compounds, 0.043% hits; also: potency is read from the fitted curve at half-maximal effect; % is scaled to controls: 0 for no effect and ±100 for the full control effect; nearly all actives have a fitted effect of over 60% in size
#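 Luminescent ATP detection (Kinase-Glo Plus) follows a 60-minute room-temperature incubation, with wells lacking PGK as controls. Buffer: 100 mM TEA (pH 7.6), 5 mM MgCl2, 0.01% Tween-20. Coupling enzyme GAPDH (100 nM final) supplies unstable 1,3-BPG in-well.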
# ERG Ets-DNA blk – qHTS for Small Molecule Inhibitors of the ERG Ets/DNA interaction; Transcriptional regulator ERG (Homo sapiens), P11308; fluorescence polarization, His-ERG Ets domain / labelled DNA; Potency, µM (titrated, usually from 76.9 µM), for the others: at the top dose FP activity, negative = inhibition, most hits filed as inhibitors; 370,000 compounds, 0.028% hits; AID 624246, 2012; active = well fitted inhibition curve with a large enough effect in the polarisation, with a control signal flat; inconclusive = small, poorly fitted or top-dose-only effect, or effect the other way, or a change in a side signal; inactive = no such curve, though single readings can be large or run the other way; the % refers to the polarisation;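 also: polarization taken with two DNA probes labelled with fluorescein and Texas red; potency is read from the fitted curve at half-maximal effect; % of control where 0% means no effect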
#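 His-tagged ERG Ets domain (1 uM in the protein solution; 300mM KCl, 50mM Tris-HCl, 1mM EDTA, 1mM DTT, pH 7.5) received compound, then a probe mix of 5 nM fluorescein-DNA and 100nM Texas-615-DNA. Fluorescence polarization was read for both dyes.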
# Starred values were filed as active, the others as inactive; i = inactive; ? = inconclusive; nt = not tested or not shown; [ ] = dose if it differs, or a comment. Unless noted, calls follow the shape of the dose curve; as a rule, active = well fitted curve in the direction sought with a large enough effect; inconclusive = small, poorly fitted or top-dose-only effect, or another doubt; inactive = no such curve, though single readings can be large; an effect the other way counts as inactive or inconclusive.
SMILES,HP1b chromo inh,G9a block,Pin1 inh,PI4K2A inh,BAZ2B block,GLS inhibitor,JMJD2A Tudor,Tb PGK inh,ERG Ets-DNA blk
O=C(CNC(=O)c1ccc(S(=O)(=O)N2CCCC2)cc1)N/N=C/c1ccc(Cl)cc1,7%,-36%[59 µM],-4%,-4,?,-1%,-8%,-16%,0%
CCn1c(CCC(=O)Nc2cc(F)ccc2C)nc2cc(S(=O)(=O)N(C)C)ccc21,22%,?,-2%,-3,-1%,0%,-22%,-1%,6%
COc1ccc(CNC(=O)C(CCSC)NS(=O)(=O)c2ccccc2F)cc1 (stereo unspecified),17%,-27%,0%,3,-23%,5%,-16%,7%,-2%
CSc1nc2nc(-c3cccc(C(F)(F)F)c3)ccn2n1,22%,2%,0%,0,3%,-6%,3%,i,-2%
Cc1ccsc1-c1nc(-c2ccccc2)c(-c2ccccc2)[nH]1,20%,43%[12.7 µM],0%,0,-2%,0%,7%,1%,-1%
Cc1ccc(NS(=O)(=O)c2cccc(C(=O)NCCCN3CCOCC3)c2)cc1,23%,13%[0.501 µM],-5%,1,10%,13%,-14%,2%,5%
CSc1ccccc1C(=O)NC1CCCN(c2ccc(C(F)(F)F)cn2)C1 (stereo unspecified),67%[activator],8.9µM*,-9%,-5,-13%[57.1 µM],-7%,-6%,-2%,3%
O=C(NCCCn1ccnc1)c1cn(-c2ccccc2)nc1-c1ccc(F)cc1,-9%,21%,-5%,0,-2%,4%,?,-10%[11.5 µM],nt
COc1ccc(N2C3=C(CC4=C2CCCC4=O)C(=O)CCC3)cc1,-52%,?,?,-56*,-28%,-16%,56µM*,-16%,-11%
C/C(=N\OCc1cccc(C(=O)O)c1)c1ccc(Cl)cc1,14%,29%[59 µM],-6%,-7,-15%,27%,-12%,-2%,1%
CCc1ccc2c(c1)[C@]1(C(=O)N2)[C@@H]2C(=O)N(Cc3ccccc3)C(=O)[C@@H]2[C@@H]2CCCN21,6%,71µM*,8%,-2,2%,-5%,-32%,6%,0%
COc1cccc(NC(=S)N2CCc3cc(OC)c(OC)cc3C2COc2ccc3c(C)cc(=O)oc3c2)c1 (stereo unspecified),26%,?,11%,0,9%,10%,-16%,1%,-1%
COc1ccc(-c2cn3cccnc3n2)cc1NC(=O)c1cccs1,17%,17%[59 µM],0%,4,-28%,6%,-12%,-6%,-9%
O=C(Nc1cccc(S(=O)(=O)N2CCCCC2)c1)C1COc2ccccc2O1 (stereo unspecified),41%[activator],nt,6%,0,nt,-6%,-11%,i,-9%
CC(=O)c1c(C)[nH]c(C(=O)COC(=O)C2(C)CC2(Cl)Cl)c1C (stereo unspecified),34%,nt,6%,-5,nt,1%,-8%,2%,8%
O=C(Cn1cc2c(n1)CCCC2)N1CCCc2ccccc21,65%[activator],-8%[59 µM],-12%,-5,11%,3%,-13%,14%,-4%
Cc1ccc(C(=O)/C=C/c2cc(C#N)n(C)c2C)cc1,26%,-12%,4%,6,-33%,4%,-9%,1%,-8%
CCC1(c2ccc(F)cc2)NC(=O)N(CC(=O)N2CCN(S(=O)(=O)c3ccc(Cl)cc3)CC2)C1=O (stereo unspecified),-8%,?,-2%,0,-9%,9%,-30%,i,-7%
Cc1ccc(S(=O)(=O)N2CCN(CC(O)c3ccccc3)CC2)cc1 (stereo unspecified),17%,24%,-6%,0,2%,10%,-6%,-2%,8%
C=CCn1c(N)c(C(=O)NCC2CCCO2)c2nc3ccccc3nc21 (stereo unspecified),104%[activator],41%,12%,-3,58%[activator],-9%,45%[activator],-12%,nt
COCCN(C(=O)Cc1coc2cc(C)c(C)cc12)c1c(N)n(Cc2ccccc2)c(=O)[nH]c1=O,22%,-31%,3%,0,7%,5%,4%,1%,8%
Cn1c(SCC(=O)Nc2ccc(Br)cc2)nc(O)cc1=O,18%,-1%,0%,-2,-4%,8%,-4%,i,-7%
CCc1ccccc1NC(=O)c1ccccc1Sc1ccc([N+](=O)[O-])cc1Cl,19%,22%[59 µM],0%,-3,-31%,-1%,-27%,-5%,5%
C=CCN(CC(=O)NC1CCCC1)C(=O)C(=O)Nc1ccc2c(c1)OCCO2,-21%,-6%,-2%,2,1%,9%,-9%,1%,-11%
O=C(Nc1ccc(Cl)cc1)C1CCCN(c2cnccn2)C1 (stereo unspecified),40%[activator],nt,0%,1,-33%,2%,13%,-1%,-10%
CCc1ccc(CCC(=O)Nc2nc(CC(C)=O)ns2)o1,11%,71µM*,12%,-4,-10%,8%,?,9%,-6%
COc1ccc2nc(NC(=O)c3ccccc3[N+](=O)[O-])sc2c1,9%,?,-5%,2,?,-3%,-46%,-3%,-5%
Fc1ccc(NC(=S)NN2CCOCC2)cc1Cl,58%[activator],20%[59 µM],-4%,2,10%,4%,0%,-11%,10%
COc1ccccc1C(=O)N1CCCN(C(=O)c2ccccc2OC)CC1,65%[activator],-5%[59 µM],-3%,-3,7%,2%,-30%,-4%,0%
COc1ccc(NC(=O)c2ccco2)cc1NC(=O)c1ccc(C)c(C)c1,31%,23%[59 µM],4%,1,-3%,3%,-20%,i,-2%
O=C(Nc1ccc2c(c1)OCO2)c1ccc(Cl)c(S(=O)(=O)N2CCOCC2)c1,21%,24%,-10%,1,-28%,0%,-14%,-4%,-6%
CN1/C(=C\C(=S)NC(=O)c2ccc([N+](=O)[O-])cc2)C(C)(C)c2ccccc21,?,45µM*,9%,-1,?,-1%,50µM*,5%,59%[activator]
CCOC(=O)c1ccc(NC(=O)CN2C(=O)c3cccnc3Oc3ccc(Cl)cc32)cc1,3%,-10%[59 µM],71%[activator],0,?,2%,-35%,11%,5%
C/C(=N\Nc1nnc(-c2ccccc2)c(-c2ccccc2)n1)c1cccc([N+](=O)[O-])c1,17%,27%[59 µM],2%,0,-37%,9%,-8%,-9%,1%
COc1ccc(-n2cc(-c3ccccc3)nc2SC)cc1,15%,-13%[59 µM],2%,-8,?,2%,-14%,i,2%
Nc1c(C(=O)c2ccccc2)sc(Nc2ccccc2)c1S(=O)(=O)c1ccccc1,13%,-7%[59 µM],1%,5,-4%,nt,?,5%,3%
NC(=O)c1cc(S(=O)(=O)N2CCN(c3cccc(Cl)c3)CC2)cs1,9%,-5%[59 µM],5%,-7,-4%,2%,-8%,-3%,16%
CCOC(=O)c1c(NC(C)=O)sc2c(OC)cccc12,-7%,22%,3%,0,-17%,6%,-2%[57.1 µM],5%,0%
Cc1ccc(Sc2c(C)nn(C(=O)COc3ccccc3)c2C)cc1,96%[activator],69%[activator][59 µM],-2%,-9,108%[activator],4%,124%[activator],-9%,0%
Cc1ccc(NC(=O)CS(=O)CC(=O)N(c2ccccc2F)C(C)C(=O)NC2CCCC2)cc1 (stereo unspecified),35%,-28%,0%,2,4%,0%,8%,0%,21%
COc1ccc(-c2noc(N(C)CC(=O)Nc3cccc(C(F)(F)F)c3)n2)cc1,39%,60%[activator][12.7 µM],35%[activator],-5,5%,-10%,19%,-8%,-7%
O=C(CSc1cccc[n+]1[O-])Nc1ccc([N+](=O)[O-])cc1Cl,42%[activator],56µM*,4%,0,-13%,-2%,-1%,i,11%
COC(=O)c1sccc1NS(=O)(=O)c1ccccc1[N+](=O)[O-],25%,-35%,-11%,2,7%,-12%,-3%,-6%,-3%
CCOc1ccc(NC(=O)CSc2ccc(-c3sc(-c4ccccc4)nc3C)nn2)cc1,59%[activator],-5%[59 µM],35%[activator],1,-5%,3%,6%,-3%,1%
OCC(O)C1OC(Nc2ccc(Br)cc2)C(O)C1O (stereo unspecified),17%,-3%,-2%,0,4%,-6%,-10%[57.1 µM],i,-18%
CC1(NC(=O)CCNC(=O)c2ccc(C(C)(C)C)cc2)CCS(=O)(=O)C1 (stereo unspecified),44%[activator],?,0%,1,-5%,-1%,-5%,3%,0%
CNC(=S)Nc1cc(OC)ccc1OC,31%,?,-8%,1,2%,40%[activator],-21%,-6%,-9%
CC(C)(C)NC(=O)C(OC(=O)Cn1nnc(-c2ccc(F)cc2)n1)c1ccncc1 (stereo unspecified),35%,-16%,1%,-1,-7%,0%,-11%,9%[11.5 µM],nt
COCC(C)NC(=O)NC(=O)c1ccc(Cl)cc1 (stereo unspecified),30%,18%[59 µM],-9%,0,9%,-8%,9%,-4%,nt
COc1ccc(-n2c(=O)c3ccccc3n(Cc3ccccc3Cl)c2=O)cc1,22%,-1%[59 µM],8%,1,-2%,-5%,-5%,6%,-1%
